STAT3 blocker = IL-6 driven STAT3 reporter inhibitors, primary screen, U3A cells, luciferase, luminescence, MLSCN library. IL-6 STAT3-luciferase reporter; host cell line lacks STAT1. inhibition, % at 5.5 µM. 190,000 compounds, 0.89% hits;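 active = inhibition above the mean inhibition across all screened compounds plus 3 SD, cut at about 44% in these data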;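 note: 0% = DMSO only wells and 100% = 100 µM nifuroxazide control wells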
Diaph inh CS = diaphorase inhibitors and chemical oxidizers, primary screen, counter-screen for diaphorase-coupled primary assays, biochemical, uHTS, resorufin fluorescence | AID 1217, 2008 | 190,000 compounds, 0.69% hits | diaphorase resazurin-to-resorufin fluorescence, NADH, 16 min; bacterial (C. kluyveri) enzyme, not human | inhibition, % at 20 µM;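 active = primary screen inhibition at 20 µM above a set limit, cut at about 50% in these data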;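 note: plate controls were DMSO with full reaction for no effect and wells lacking NADH for full effect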
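Test system: diaphorase enzyme from Clostridium kluyveri; amount: diaphorase at 0.14 U/mL in enzyme working solution; detection: fluorescence of resorufin formed from resazurin, Ex 544/Em 590 nm; times: reaction incubation of 16 min at room temperature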
Hsp70 activator = Hsp70 transcriptional activators, primary screen, cell-based, HeLa, Hsp70 promoter luciferase, luminescence, 10 µM. activation, % at 10 µM. HeLa Hsp70 promoter luciferase reporter; scaled: vehicle 0, proteasome-inhibitor control 100%. 200,000 compounds, 0.04% hits;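 active = activation above the mean across all tested compounds plus 3 SD, cutoff set per campaign, cut at about 5.5% in these data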;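 note: 100% = MG132 at 30 µM as the positive control and 0% = DMSO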
APP transl inh = inhibitors of APP translation via 5'UTR reporter, primary screen, APP 5'UTR luciferase, SH-SY5Y cells; SH-SY5Y APP 5'UTR-luciferase reporter, luminescence; inhibition, % at 2 µM; 190,000 compounds, 0.82% hits; AID 1285, 2008;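 active = inhibition above a set limit, derived from the sample mean plus 3 SD, cut at about 45% in these data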; note: values of inactives mirror those of a sister screen read the other way
STAT3 activator = IL-6 driven STAT3 reporter potentiators, primary screen, U3A cells, luciferase, luminescence, MLSCN library; 190,000 compounds, 0.91% hits; IL-6 STAT3-luciferase reporter; 100% = signal with IL-6 EC80 alone; activation (% of control), % at 5.6 µM;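 active = activation above the screen-wide mean of compound activation plus 3 SD, cut at about 130% in these data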;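 note: 0% = background luminescence of wells with medium and substrate only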
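Material: STAT3-luciferase reporter U3A cells; Probe or stimulus: IL-6 (33 ng/mL); Incubation: compound pre-incubation 1 h before IL-6, then 6 h stimulation at 37 °C; Technique: luminescence from STAT3-driven luciferase reporter; Evaluation: % activation versus median of IL-6-stimulated wells; Controls: IL-6-only high control.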
TLR4 MyD88 comp = inhibitors of TLR4-MyD88 association in cells, primary screen, cell-based, HeLa CL3-4, BLA complementation, FRET ratio; inhibition, % at 8.4 µM; HeLa CL3-4 TLR4/MyD88 BLA complementation; Toll-like receptor 4 (Homo sapiens) + Myeloid differentiation primary response protein …; 200,000 compounds, 0.18% hits; AID 861, 2007; in the data active = inhibition above about 25%;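 note: 0% = vehicle and 100% = reference inhibitor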
Target sequence (O00206 whole entry, looked up): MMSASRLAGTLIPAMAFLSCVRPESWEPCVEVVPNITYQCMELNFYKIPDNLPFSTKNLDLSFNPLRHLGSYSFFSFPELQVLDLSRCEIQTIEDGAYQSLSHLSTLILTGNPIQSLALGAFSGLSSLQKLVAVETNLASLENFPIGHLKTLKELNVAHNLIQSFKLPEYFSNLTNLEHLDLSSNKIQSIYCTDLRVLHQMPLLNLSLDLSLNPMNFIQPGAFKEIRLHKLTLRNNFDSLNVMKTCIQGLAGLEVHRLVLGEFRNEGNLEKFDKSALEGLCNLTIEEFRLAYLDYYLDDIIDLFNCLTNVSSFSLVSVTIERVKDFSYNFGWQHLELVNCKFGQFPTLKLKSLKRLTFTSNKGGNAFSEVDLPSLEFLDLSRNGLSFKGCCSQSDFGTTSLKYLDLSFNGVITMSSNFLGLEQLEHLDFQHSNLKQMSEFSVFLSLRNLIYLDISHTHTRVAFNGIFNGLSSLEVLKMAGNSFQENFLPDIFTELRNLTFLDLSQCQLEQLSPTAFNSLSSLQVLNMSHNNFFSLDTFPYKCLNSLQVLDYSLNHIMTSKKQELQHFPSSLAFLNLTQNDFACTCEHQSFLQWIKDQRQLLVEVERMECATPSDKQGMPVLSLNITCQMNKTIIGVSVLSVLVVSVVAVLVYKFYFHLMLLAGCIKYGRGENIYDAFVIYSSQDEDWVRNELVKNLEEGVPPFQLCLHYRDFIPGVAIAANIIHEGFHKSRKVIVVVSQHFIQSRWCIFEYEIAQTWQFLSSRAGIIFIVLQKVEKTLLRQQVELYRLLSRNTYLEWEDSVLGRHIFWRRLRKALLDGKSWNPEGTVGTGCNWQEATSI
Target sequence (Q99836 whole entry, looked up): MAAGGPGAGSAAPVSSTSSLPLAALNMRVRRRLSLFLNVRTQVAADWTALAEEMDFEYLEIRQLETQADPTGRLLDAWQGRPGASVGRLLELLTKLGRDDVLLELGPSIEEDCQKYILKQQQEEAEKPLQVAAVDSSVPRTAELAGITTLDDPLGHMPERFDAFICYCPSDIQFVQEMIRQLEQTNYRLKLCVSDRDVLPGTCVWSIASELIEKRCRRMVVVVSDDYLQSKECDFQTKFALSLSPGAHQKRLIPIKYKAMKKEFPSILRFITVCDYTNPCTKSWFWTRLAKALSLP
STAT1 act = STAT1 signaling activators, primary screen, cell-based, HTS, luciferase reporter | NIH 3T3 STAT1-luciferase reporter, IFN-gamma, luminescence; 100% = IFN-gamma alone, no compound | activation (% of control), % at 5.5 µM | 200,000 compounds, 2.6% hits;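 active = activation above the screen-wide mean activation plus 3 SD, cut at about 130% in these data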;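 note: raw ratio to IFN-gamma control signal so 100% means no change and 0% no light; values of inactives mirror those of a sister screen read the other way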
Diaph act CS = compounds boosting diaphorase resazurin reduction – biochemical, uHTS, resorufin fluorescence, counter-screen for diaphorase-coupled primary assays, primary screen. activation factor at 20 µM. 190,000 compounds, 0.005% hits. Diaphorase/resazurin coupled assay, 16 min; hits give high values; 1 = vehicle wells, 0 = NADH-free wells;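 active = diaphorase activity raised at least twofold by the compound at 20 µM; inactive = activation factor below 2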
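test system = bacterial diaphorase enzyme (C. kluyveri) | quantity = enzyme 0.07 U/mL final | reagent = NADH substrate 0.114 mM plus resazurin dye 0.1 mM, final | incubation = 16 min enzyme reaction, ambient temperature | buffer or medium = HEPES pH 7.4 buffer with MgCl2 and Tween 20 | signal = fluorescence of resorufin, 544 nm excitation, 590 nm emission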
G6PDH CS = L. mesenteroides G6PDH inhibitors, counter-screen for G6PDH-coupled screening assays, biochemical, Leuconostoc mesenteroides enzyme; inhibition, % at 5 µM; Purified L. mesenteroides G6PDH, diaphorase/resazurin coupled fluorescence, 45 min; 200,000 compounds, 0.12% hits; AID 1020, 2008; in the data active = inhibition above about 50%
STAT1 blocker = STAT1 signaling inhibitors, primary screen, cell-based, HTS, luciferase reporter; NIH 3T3 STAT1-luciferase reporter, IFN-gamma, luminescence; 200,000 compounds, 0.35% hits; inhibition, % at 5.5 µM;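 active = inhibition above a set limit, the mean inhibition across all tested compounds plus 3 SD, cut at about 34% in these data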;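 note: 0% = IFN-gamma with DMSO and 100% = IFN-gamma with 300 µM nifuroxazide; values of inactives mirror those of a sister screen read the other way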
Numbers without * were called inactive; nt = not tested or not shown.

SMILES	STAT3 blocker	Diaph inh CS	Hsp70 activator	APP transl inh	STAT3 activator	TLR4 MyD88 comp	STAT1 act	Diaph act CS	G6PDH CS	STAT1 blocker
O=C(c1ccc2c3c(cccc13)CC2)C1CCCN(Cc2ccccn2)C1 (centres undefined)	12	22	-0.1	-10	96	3	93	0.8	16	5
Cc1ccc(COc2ccsc2C(=O)NNC(N)=S)cc1	8	1	-0.3	9	97	0	97	1	-2	2
Cc1nnc(SCCn2c(N3CC(C)CC(C)C3)nc3c2c(=O)n(C)c(=O)n3C)s1 (centres undefined)	-6	9	0.1	-2	106	4	97	0.9	-8	3
C=CCn1c(SCC(=O)N2CCN(c3ccc(F)cc3)CC2)nnc1-c1ccco1	12	17	-0.3	5	90	2	104	0.8	-25	-4
COc1ccc2c(c1)CCc1c(C(=O)Nc3c(C)nn(Cc4ccccc4)c3C)noc1-2	34	16	-0.5	31	76	-23	88	0.8	1	12
O=C(CCn1cnc2ccccc21)N/N=C/c1ccc(O)cc1	14	9	-0.5	-18	89	12	103	0.9	11	-3
CC(C)n1nnnc1-c1cc(Cl)cc(Cl)c1	11	18	0.2	-10	97	-10	98	0.8	1	2
O=S(=O)(Nc1ccc2c(c1)nc1n2CCN(Cc2ccccc2)C1)c1ccc(Cl)cc1	14	12	-0.3	-13	96	-7	95	0.9	-1	6
COc1cccc2cc(C(=O)N3CCN(C45CC6CC(CC(C6)C4)C5)CC3)c(=O)oc12	3	7	0.2	-23	101	4	98	0.9	15	2
COC(=O)c1nnc(-c2ccccc2)c(-c2ccccc2)n1	7	15	-0.2	0	100	9	99	0.8	11	2
Cc1ccc(C(C(=O)NC(C)(C)C)N(Cc2cccs2)C(=O)c2ccc3c(c2)OCCO3)cc1 (centres undefined)	5	16	-0.1	nt	96	10	97	0.8	-12	4
CCN(CCn1cccn1)C(=O)c1cc(COc2cccc3cccnc23)on1	12	4	-0.3	-14	95	9	96	1	5	3
Cc1cc2c(cc1C)CSC(c1ccccc1O)SC2	0	27	-0.2	14	100	6	96	0.7	0	4
CCOC(=O)N1CCC(NC(=O)CSCc2nc(-c3cccc(OC)c3)oc2C)CC1	11	19	-0.3	-3	94	14	110	0.8	-18	-12
O=C(CSCc1ccc(Cl)cc1)NCCSCc1ccco1	3	14	-0.1	6	98	-3	94	0.9	2	5
O=[N+]([O-])/C=C/c1cn(Cc2ccccc2)c2ccccc12	6	-8	-0.2	-10	101	1	100	1.1	11	0
CC(C)(C)C(=O)N1CCc2cc(-c3csc(N)n3)ccc21	85*	7	-0.1	-121	28	-7	66	0.9	-7	37*
C=C(C)COc1ccc2c(CC)cc(=O)oc2c1C	6	16	0.0	-27	95	3	109	0.8	-7	-10
Cc1ccccc1Nc1ncnc2c1cnn2-c1ccccc1	-7	22	-0.3	-23	106	6	130*	0.8	-16	-31
CCOc1ccc(N2C(=O)CNC2=S)cc1	5	8	0.0	-3	100	-7	104	0.9	8	-7
N/C(Cc1ccc(Cl)cc1)=N\OC(=O)C1CCCCC1	-17	-12	-0.2	-10	112	-1	99	1.1	1	1
CC(=O)c1c(NCCc2ccccc2)nc(=S)n(-c2ccccc2)c1C	19	88*	-0.1	11	87	-7	97	0.1	2	5
O=C(c1cccc(Cl)c1)N1CCN(c2ncnc3c2cnn3-c2ccccc2)CC1	17	24	-0.3	2	88	2	87	0.8	22	12
Cc1nnc2c(Oc3ccccc3)nc3ccccc3n12	19	16	-0.4	4	87	-3	97	0.8	2	4
COc1ccc(C(C(=O)NC2CCCCC2)N2CCC3(CC2)OCCO3)cc1 (centres undefined)	0	0	-0.1	-4	104	19	104	1	12	-5
Nc1ccc(NC(=O)c2ccco2)c(Cl)c1	10	2	0.1	-7	94	-3	109	1	8	-9
Cc1c2cn[nH]c(=O)c2c(C)n1Cc1ccc(F)cc1	-5	15	-0.2	8	104	-1	104	0.9	4	-3
Cc1nnc(SCC(=O)NC(=O)NC(C)(C)C)n1N	16	12	0.1	-3	94	-10	101	0.9	3	-1
N#CCC(=O)N1CCCCCC1	4	5	-0.4	-19	100	6	101	0.9	1	-1
COC(=O)c1cc(O)c(OCc2ccccc2)c(O)c1	26	10	0.4	-4	82	-6	95	0.9	-8	6
O=C(Oc1ccc(-c2cnc3ccccc3n2)cc1)c1cccc([N+](=O)[O-])c1	-9	3	0.1	-116	112	-8	118	1	-54	-20
COc1ccc2[nH]c(=O)c(CN(Cc3nnnn3Cc3ccc(F)cc3)CC3CCCO3)cc2c1 (centres undefined)	-2	18	-0.2	-1	103	-12	101	0.8	3	-1
CCC(=O)N1CCN(c2c(Cl)cccc2[N+](=O)[O-])CC1	22	6	-0.1	-3	91	5	100	0.9	2	1
CC1Cc2ccccc2N1C(=O)Cn1cc([N+](=O)[O-])cn1 (centres undefined)	-19	9	-0.2	6	122	-4	94	0.9	5	7
O=C(NCc1ccc2c(c1)OCO2)C1CCCN1C(=O)Nc1cccc(Cl)c1 (centres undefined)	11	3	0.0	-6	96	-6	102	1	7	-2
CC1CCN(S(=O)(=O)c2ccc3c(c2)c(=O)c(C(=O)NCc2ccccc2Cl)cn3C)CC1	10	20	0.4	-14	99	4	94	0.8	-4	6
CCC(CO)NCC#Cc1ccccc1 (centres undefined)	-3	-1	-0.1	-5	102	10	96	1	14	4
Cc1cc(Nc2ccccc2)n(C(=O)c2ccc(N)cc2)n1	21	6	-0.6	30	85	5	122	0.9	3	-24
O=C(Nc1cc(C(F)(F)F)ccc1Cl)c1cc(C2CC2)on1	-57	5	-0.3	-4	150*	-2	95	1	8	8
CC(C)(C)c1ccc(OCc2ccc(C(=O)NCc3cccnc3)o2)cc1	-16	-14	0.2	-86	120	7	121	1.1	12	-25
CCCNC(=O)c1cc(OC)c(OC)cc1[N+](=O)[O-]	10	8	-0.4	6	99	-4	103	0.9	-9	-3
O=C(CSCCO)Nc1cccc(C(F)(F)F)c1	4	10	-0.2	-16	99	-2	105	0.9	5	-5
CC1CCc2c(sc3nc(C4CC4)nc(N4CCN(C(=O)c5ccco5)CC4)c23)C1 (centres undefined)	13	nt	-0.1	-26	92	-9	102	nt	nt	2
CCCCn1c(=O)[nH]c(=O)c2c1nc(-c1ccc(-c3ccccc3Br)o1)n2CCOC	-4	9	-0.3	-7	106	1	100	0.9	1	0
CC/C(=N\NC(=O)c1ccc(N(C)C)cc1)c1ccccc1	-7	-2	-0.3	-12	107	1	107	1	4	-8
Cc1cc(C)n(/N=C/c2cc([N+](=O)[O-])ccc2O)c(=O)c1	2	9	0.1	-1	102	-2	110	0.9	7	-13
CC1CCCN(S(=O)(=O)c2ccc(C(=O)Nc3nnc(-c4ccccn4)o3)cc2)C1 (centres undefined)	7	10	0.1	10	101	-7	94	0.9	10	6
CC(C)=C1C2C=CC1C1C(=O)N(c3ccc4c(c3)OCO4)C(=O)C21 (centres undefined)	5	22	-0.2	-13	98	-1	99	0.8	5	1
Cc1ccc(C(=O)Nc2cccnc2)cc1[N+](=O)[O-]	19	-4	-0.2	6	85	0	110	1	5	-12
O=C(NCc1ccco1)c1ccc(-c2ccccc2Cl)o1	6	15	-0.2	-25	102	10	123	0.9	-3	-25
O=C(COc1ccccc1[N+](=O)[O-])NNC(=O)Nc1cccc2ccccc12	-11	11	-0.3	-3	114	-1	97	0.9	6	2
O=C(CCNS(=O)(=O)c1ccc(Br)cc1)NCc1ccc2c(c1)OCO2	1	8	-0.3	1	102	-4	95	0.9	3	5
c1ccc(N2CCOCC2)c(Nc2nc3ccccc3n3cnnc23)c1	20	32	0.1	18	90	-1	113	0.7	6	-14
CCCCOP(=O)(OCCCC)C1(NS(=O)(=O)c2ccccc2)C=CC(=O)c2ccccc21 (centres undefined)	-55	42	-0.1	1	144*	6	100	0.6	9	0
O=C(CN1C(=O)CCC1=O)c1ccc(-c2ccccc2)cc1	-4	15	-0.2	-28	103	-9	110	0.8	20	-12
CC(C)(CO)NCc1ccc(Br)cc1	19	-16	0.7	9	91	-9	95	1.2	-4	6
CCOc1ccc(/C=N/Nc2nc(=O)[nH]nc2C)cc1OC	15	-13	1.1	9	96	-13	114	1.1	3	-17
Cc1cc(-c2nnc(SCC(=O)N3C(C)CCCC3C)o2)no1 (centres undefined)	6	21	0.0	-6	104	-20	97	0.8	10	4
CC1CCCCN1C(=O)CSCC(=O)Nc1nc(-c2cccs2)cs1 (centres undefined)	-19	22	-0.3	-18	116	10	116	0.8	15	-16
COC(=O)C1=C(C)N(C)C(=S)NC1c1ccc(Cl)cc1 (centres undefined)	-1	10	-0.1	-3	103	3	100	0.9	5	0
Next part
SMILES	STAT3 blocker	Diaph inh CS	Hsp70 activator	APP transl inh	STAT3 activator	TLR4 MyD88 comp	STAT1 act	Diaph act CS	G6PDH CS	STAT1 blocker
CC(C)CNC(=O)NC(=O)COC(=O)c1cccc(NS(=O)(=O)c2ccc(F)c(F)c2)c1	6	15	-0.6	-15	96	3	92	0.8	-8	8
COC(=O)c1c(NC(=O)/C=C/c2ccco2)sc2c1CCC2	6	8	-0.4	-19	95	7	101	0.9	-3	-1
CCc1ccccc1NC(=O)NC1CCCCC1	2	-3	-0.4	-5	99	-8	95	1	19	6
Cc1sc2ncn(CCC(=O)O)c(=O)c2c1C	2	-2	-0.2	-4	101	8	101	1	4	-1
CC(C)=CCN1CCN(Cc2cccc3nccnc23)CC1CCO (centres undefined)	13	0	0.3	-1	98	2	113	1	6	-15
CCOc1ccc(C2C(C#N)=C(N)Oc3nc[nH]c(=O)c32)cc1 (centres undefined)	4	2	-0.3	-8	101	-3	99	1	1	0

Given as a markdown table: part of the list above
| smiles | STAT3 blocker | Diaph inh CS | Hsp70 activator | APP transl inh | STAT3 activator | TLR4 MyD88 comp | STAT1 act | Diaph act CS | G6PDH CS | STAT1 blocker |
| --- | --- | --- | --- | --- | --- | --- | --- | --- | --- | --- |
| CC(C)=CCN1CCN(Cc2cccc3nccnc23)CC1CCO (centres undefined) | 13 | 0 | 0.3 | -1 | 98 | 2 | 113 | 1 | 6 | -15 |
| Cc1sc2ncn(CCC(=O)O)c(=O)c2c1C | 2 | -2 | -0.2 | -4 | 101 | 8 | 101 | 1 | 4 | -1 |

Source: PubChem BioAssay (several laboratories)

This is a random part of the collection; overall some 6.1% were active at least once.
